Screening data: PubChem, National Center for Advancing Translational Sciences (NCATS)
CCT chaperon mod – changes cytosolic chaperonin activity | purified chaperonin ATPase assay, HTRF ADP detection, 30 min | activity change, % (test concentration not listed), hits read low | actives 0.3% (n = 360,000) | AID 651819; in the data active = activity change below about -30%; also: % is scaled to controls: 0 for no effect and ±100 for the full control effect
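We incubate TRiC, 40 or 20 nM final, with library compounds at 76 uM and 10 uM ATP for 30 min at 37 °C. ADP formed is detected with Transcreener HTRF reagents after 30 min at room temperature.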
DRD3 antagonist – blocks the human D3 dopamine receptor; D3R cells, DiscoveRx beta-arrestin luminescence, antagonist mode; hits give low values; max response, negative = inhibition, %; actives 2.5% (n = 360,000); P35462; in the data active = max response below about -50%; inconclusive = no clear call, values can overlap the other calls; also: % is scaled to controls: 0 for no effect and ±100 for the full control effect; mostly tested at two doses, the higher about 12 µM
Target sequence (P35462 whole entry, looked up): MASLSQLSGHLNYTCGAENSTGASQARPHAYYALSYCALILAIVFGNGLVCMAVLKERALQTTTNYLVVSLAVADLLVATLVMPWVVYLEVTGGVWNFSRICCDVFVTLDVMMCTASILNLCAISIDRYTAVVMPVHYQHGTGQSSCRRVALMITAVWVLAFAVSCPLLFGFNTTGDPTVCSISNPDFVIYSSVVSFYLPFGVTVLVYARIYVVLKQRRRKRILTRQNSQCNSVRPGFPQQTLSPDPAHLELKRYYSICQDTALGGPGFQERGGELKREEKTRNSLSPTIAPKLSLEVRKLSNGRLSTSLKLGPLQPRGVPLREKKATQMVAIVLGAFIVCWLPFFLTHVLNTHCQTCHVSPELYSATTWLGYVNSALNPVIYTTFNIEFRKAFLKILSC
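Cells plated overnight at 1500 cells/well, then exposed to library compounds with dopamine controls for 90 minutes at 37 degrees C. DiscoveRx reagent added for 30–60 minutes at room temperature; luminescence read, quantitative HTS format.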
pAkt inh – Akt phosphorylation inhibition; activity change, % for hits at 50 µM; actives 0.32% (n = 360,000); AID 651550; Neuro2A IGF-stimulated pAkt S473 HTRF, 20 min; hits give low values; in the data active = activity change below about -80%; inconclusive = mostly about -51% to -80%; also: % is scaled to controls: 0 for no effect and ±100 for the full control effect
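Neuro2A cells (4,500/well, DMEM with 0.5% FBS) were treated with compound at a single 50 µM final concentration, stimulated with 6 nM IGF for 20 min at 37 °C, and lysed. Phospho-Akt Ser473 was read by HTRF as 665/615 ratio ×10^4.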
DRD3 agonist – activates the human D3 dopamine receptor | actives 0.58% (n = 410,000) | max activation, % | D3R DiscoveRx beta-arrestin cells, luminescence, 90 min | P35462; in the data active = max activation above about 30%; also: 0% is about no effect; mostly tested at two doses, the higher about 12 µM
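Agonist mode: compounds and dopamine controls were applied to plated cells for 90 min at 37 degrees C after an overnight attachment at 1500 cells/well. Luminescent read-out followed 30 - 60 minutes at room temperature with DiscoveRx detection reagent.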
MmCpn inh – blocks the Methanococcus maripaludis chaperonin Mm-Cpn | purified Mm-Cpn ATPase, ADP Transcreener TR-FRET | Potency, µM (highest dose often 76.9 µM), for inactives: at the highest dose activity, negative = inhibition, usual class: inhibitors | actives 0.031% (n = 330,000) | AID 504842; also: potency is read from the fitted curve at half-maximal effect; % is scaled to controls: 0 for no effect and ±100 for the full control effect; nearly all actives have a fitted effect of over 80% in size
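Reaction buffer contained 30 mM Tris pH 7.4, 100 mM KCl, 5 mM MgCl2 and 1 mM DTT. Mm-CPN (25 nM final) hydrolysed 10 uM ATP over 30 min at 37°C; ADP was read by HTRF.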
EPAC2 ag – agonists of human EPAC2 (RAPGEF4) | Potency, µM (highest dose often 154 µM), inactives show top-dose activation, most hits filed as activators | Q8WZA2 | AID 720711 | EPAC2 activation, biochemical qHTS; response scale: 100% = 6.5 mM cAMP response | actives 0.079% (n = 360,000); also: potency is read from the fitted curve at half-maximal effect; nearly all actives have a fitted effect of over 50% in size
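Nucleotide exchange monitored as fluorescence drop when BODIPY-GDP leaves Rap1B. Reaction: 100 nM EPAC2, 250 nM RAP1B-BODIPY-GDP, 50 uM GDP, room temperature, kinetic read over 30 min. Activity expressed relative to 6.5 mM cAMP.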
EPAC2 antagonist – blocks human EPAC2 exchange factor | Q8WZA2 | EPAC2 GEF exchange of Rap1B-BODIPY-GDP, fluorescence | Potency, µM (doses to about 114 µM), for the others: top-dose activity, negative = inhibition, hits mostly inhibitors | actives 0.18% (n = 360,000); also: potency is read from the fitted curve at half-maximal effect; % is scaled to controls: 0 for no effect and ±100 for the full control effect; nearly all actives have a fitted effect of over 45% in size; many of its hits are not listed in these tables
PTHR1 ag – activates the human parathyroid hormone receptor PTHR1. Q03431. actives 0.075% (n = 410,000). Potency, µM (series often up to 115 µM), for the others: at the top dose activation, usual class: activators. HEK293 GP2 PTHR1 cells, GloSensor cAMP luminescence, 1 h. AID 743266; also: potency is read from the fitted curve at half-maximal effect; nearly all actives have a fitted effect of over 55% in size; some results filed as inactive show a strong effect at the top dose; inactives centre near -15; many of its hits are not listed in these tables
Target sequence (Q03431 whole entry, looked up): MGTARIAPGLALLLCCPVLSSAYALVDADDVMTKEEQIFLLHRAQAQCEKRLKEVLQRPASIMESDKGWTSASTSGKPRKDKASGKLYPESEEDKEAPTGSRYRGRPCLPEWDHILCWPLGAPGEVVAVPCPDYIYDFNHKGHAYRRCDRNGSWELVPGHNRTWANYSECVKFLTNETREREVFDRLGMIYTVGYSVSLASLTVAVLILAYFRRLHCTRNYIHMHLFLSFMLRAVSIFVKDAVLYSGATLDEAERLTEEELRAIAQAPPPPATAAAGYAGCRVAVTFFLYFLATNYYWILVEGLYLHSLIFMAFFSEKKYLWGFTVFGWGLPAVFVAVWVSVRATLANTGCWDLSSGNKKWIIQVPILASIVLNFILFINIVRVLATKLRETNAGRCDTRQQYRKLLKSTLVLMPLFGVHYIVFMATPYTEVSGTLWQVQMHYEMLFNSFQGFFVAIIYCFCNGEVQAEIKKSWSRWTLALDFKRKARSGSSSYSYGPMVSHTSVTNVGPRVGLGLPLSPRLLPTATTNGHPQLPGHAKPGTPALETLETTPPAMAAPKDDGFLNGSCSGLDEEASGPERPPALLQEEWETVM
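HEK-293-derived GP2 cells expressing PTHR1 and a GloSensor cAMP reporter, 3,000/well, plated overnight, given luciferin plus IBMX (each 0.5 mM as added) for 1 h at 37 °C, then compound for 1 h at 37 °C. Luminescence was read after 15 min at room temperature.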
An asterisk follows results filed as active; i = inactive; ? = inconclusive; · = no result given; [ ] = another dose, or the depositor's remark. Unless noted, calls follow the shape of the dose curve; as a rule, active = well fitted curve in the direction sought with a large enough effect; inconclusive = small, poorly fitted or top-dose-only effect, or another doubt; inactive = no such curve, though single readings can be large; an effect the other way counts as inactive or inconclusive.

Letters – A = CCT chaperon mod; B = DRD3 antagonist; C = pAkt inh; D = DRD3 agonist; E = MmCpn inh; F = EPAC2 ag; G = EPAC2 antagonist; H = PTHR1 ag
Structure: COc1ccc(CCN(C)C(=O)C2CC(=O)N(Cc3ccc(C)cc3)C2)cc1OC (stereo not drawn)
  A: -1.4 | B: -1 | C: i | D: -1 | E: 1% | F: 1% | G: -3% | H: -9%
Structure: CCOC(=O)N1CCC(N(CCOC)C(=O)Nc2ccc(Cl)cc2)CC1
  A: -0.1 | B: 0 | C: i | D: 4 | E: 0% | F: -8% | G: -13% | H: -33%[inhibitor]
Structure: CC1CC(C)CN(C(=O)c2ccc3c(c2)OCCO3)C1 (stereo not drawn)
  A: -2.0 | B: 7 | C: i | D: -2 | E: ? | F: -6% | G: 3% | H: i
Structure: O=C1NCCCc2nonc21
  A: 3.2 | B: 15 | C: i | D: 0 | E: -6% | F: 3% | G: 11% | H: 11%[57.5 µM]
Structure: CCN(CC)CCN(C(=O)c1ccc(N2C(=O)CCC2=O)cc1)c1nc2cc3c(cc2s1)OCCO3
  A: -1.6 | B: 6 | C: i | D: -6 | E: 2% | F: 3% | G: 0% | H: -14%
Structure: Cc1ccnc(Sc2ccc([N+](=O)[O-])cc2[N+](=O)[O-])n1
  A: -2.0 | B: -17 | C: i | D: 1 | E: 0% | F: 2% | G: 2% | H: -25%[57.5 µM]
Structure: CC(NC(=O)CNC(=O)c1ccco1)c1ccc(S(N)(=O)=O)cc1 (stereo not drawn)
  A: -2.8 | B: -19 | C: i | D: -12 | E: 0% | F: 9% | G: 2% | H: 17%
Structure: Cc1cccc(NC(=O)CN2C(=O)C(C)Oc3ccccc32)n1 (stereo not drawn)
  A: -3.0 | B: 0 | C: i | D: -4 | E: 3% | F: -1% | G: 10% | H: 25%
Structure: CCNC1(C(N)=O)CCN(Cc2ccccc2)CC1
  A: -0.7 | B: -11 | C: i | D: -16 | E: · | F: 4% | G: 4% | H: i
Structure: CCN1CCN(c2ncc3c(n2)CC(c2cc(OC)c(OC)c(OC)c2)CC3=O)CC1 (stereo not drawn)
  A: -0.5 | B: -24 | C: i | D: -6 | E: -3% | F: 4% | G: 6% | H: i
Structure: COc1ccc(C(=O)/C=C/c2ccc(OCc3ccccc3)cc2)cc1CSCC(=O)O
  A: -2.0 | B: -11 | C: i | D: 0 | E: -1% | F: -1% | G: ? | H: i
Structure: Cc1ccc(NC(=O)C2(C)CCN2C(=O)Cc2ccccc2)cc1C (stereo not drawn)
  A: -0.3 | B: -11 | C: i | D: -4 | E: · | F: 10% | G: -4% | H: -6%
Structure: O=C(c1ccco1)N1CCN(c2nc(-c3ccc(F)cc3)cs2)CC1
  A: 0.6 | B: 151 | C: i | D: 3 | E: -1% | F: 14% | G: -1% | H: i
Structure: Cc1ccc2nc(COc3ccc(N(C)S(=O)(=O)c4ccccc4)cc3)cc(=O)n2c1
  A: -0.2 | B: 28 | C: i | D: 16 | E: -1% | F: 7% | G: 0% | H: -6%
Structure: CCc1ccc2oc(C(=O)Nc3ccc(S(N)(=O)=O)cc3)c(C)c2c1
  A: -0.5 | B: -4 | C: i | D: -2 | E: 0% | F: 10% | G: 8% | H: i

Further structures follow:
Letters – A = CCT chaperon mod; B = DRD3 antagonist; C = pAkt inh; D = DRD3 agonist; E = MmCpn inh; F = EPAC2 ag; G = EPAC2 antagonist; H = PTHR1 ag
Structure: CCN(CC)c1ccc(N2C(=O)/C(=C/c3cccnc3)SC2=S)cc1
  A: 2.6 | B: -14 | C: i | D: 8 | E: -1% | F: 7% | G: 7% | H: -6%[57.5 µM]
Structure: CC/C(=N\NC(=O)c1c(C)nc2ccccn12)c1ccccc1
  A: -0.4 | B: 0 | C: i | D: 2 | E: 1% | F: 3% | G: 12% | H: -7%
Structure: O=C(Nc1cccc(Cl)c1)c1ccncc1
  A: 1.3 | B: 0 | C: i | D: -2 | E: 0% | F: 5% | G: 7% | H: i
Structure: CC[C@@H]1C(c2ccccc2)=NN(c2ccc(Br)cc2)[C@H]1C(=O)N1CCOC1=O
  A: -1.1 | B: 0 | C: i | D: -17 | E: -20% | F: 13% | G: -23% | H: -43%[inhibitor]
Structure: Cc1cc(NC(=O)CCC(=O)N(c2ccccc2)C(C(=O)NC2CCCC2)c2ccc(F)cc2)no1 (stereo not drawn)
  A: -3.9 | B: -1 | C: i | D: -1 | E: 1% | F: -4% | G: -3% | H: i
Structure: Cc1cc(Cl)c2oc(C(=O)NCC(C)(C)N3CCOCC3)c(C)c2c1
  A: 0.5 | B: -7 | C: i | D: -6 | E: 1% | F: -9% | G: -2% | H: -20%
Structure: COc1cccc(C(C(=O)NC2CCCC2)N(C(=O)c2ccco2)c2ccc(-n3cnnn3)c(C)c2)c1OC (stereo not drawn)
  A: 1.4 | B: -8 | C: i | D: -6 | E: -5% | F: 1% | G: 23% | H: i
Structure: N=c1c(C(=O)NCc2ccc3c(c2)OCO3)cc2c(=O)n3ccccc3nc2n1CC1CCCO1 (stereo not drawn)
  A: 0.6 | B: -6 | C: i | D: 1 | E: -2% | F: -1% | G: -11% | H: -4%
Structure: CC(C)(C)C(=O)CNS(=O)(=O)c1ccc(S(=O)(=O)NC2CC2)cc1
  A: -0.7 | B: -17 | C: i | D: -2 | E: 2% | F: 9% | G: -2% | H: -11%
Structure: CN(CC(=O)Nc1cccc(F)c1)C(=O)Cn1cnc2c1c(=O)n(C)c(=O)n2C
  A: -2.4 | B: 5 | C: i | D: -1 | E: -5% | F: 3% | G: -2% | H: i
Structure: COc1ccc(NC(=O)CN(C)CC(=O)NC(=O)NC2CCCCC2)cc1
  A: -14 | B: 4 | C: i | D: -3 | E: 1% | F: 5% | G: 6% | H: -20%
Structure: COc1cccc(-c2cc(-c3cccnc3)nc(N)c2C#N)c1
  A: -1.0 | B: 15 | C: i | D: 0 | E: ? | F: 8% | G: -1% | H: i
Structure: CCCC(NC(=S)NCC1CCCO1)C12CC3CC(CC(C3)C1)C2 (stereo not drawn)
  A: -2.8 | B: -6 | C: i | D: -1 | E: -1% | F: 6% | G: -24% | H: i
Structure: Cc1ccnc(NS(=O)(=O)c2ccc(-n3cccn3)cc2)c1
  A: 2.1 | B: 14 | C: i | D: -1 | E: -1% | F: -7% | G: 2% | H: i
Structure: CCOc1ccc(CCNC(=O)CSc2ncn[nH]2)cc1OCC
  A: -6.9 | B: 12 | C: i | D: -1 | E: 1% | F: 15% | G: 11% | H: -25%

Carrying on.
Each structure is followed by: CCT chaperon mod	DRD3 antagonist	pAkt inh	DRD3 agonist	MmCpn inh	EPAC2 ag	EPAC2 antagonist	PTHR1 ag
> CN(C)CCCNC1=CC(=O)OC12CCCCC2
 : 1.9	-14	i	2	1%	0%	7%	i
> CCOc1ccc(CCNC(=O)Nc2cccc(OC)c2)cc1OCC
 : -0.3	15	i	-5	0%	-2%	-8%	13%
> O=C(CN1c2ccccc2Sc2ccccc21)N/N=C/c1ccccc1
 : -3.1	-15	i	2	2%	7%	0%	i
> CC1=C(C(=O)OC(C)C)C(c2c[nH]c3ccccc23)n2ncnc2N1 (stereo not drawn)
 : -0.3	-17	i	-9	-1%	-5%	5%	-25%
> Cc1ccccc1CN1CCNC(=O)C1CC(=O)N(C)CCC1CCOCC1 (stereo not drawn)
 : -0.1	2	i	2	0%	7%	1%	-16%
> COc1ccccc1OCC(=O)Nc1sc2c(c1C(=O)NCC1CCCO1)CCC2 (stereo not drawn)
 : 1.2	-18	i	11	-3%	17%	2%	-11%[57.5 µM]
> CN(C)CCOC(=O)CC12CC3CC(C1)CC(CC(=O)OCCN(C)C)(C3)C2
 : -1.5	0	i	-6	1%	13%	3%	17%
> NC(=O)C1CCN(Cc2nc3c(Br)cc(Br)cc3c(=O)[nH]2)CC1
 : 1.1	-5	i	-4	-8%	4%	9%	-10%
> O=c1[nH]c(=O)c2[nH]c(=S)n(-c3ccccc3)c2[nH]1
 : -2.4	-23	i	16	·	8%	3%	i
> Cc1cc(C)nc(N2CCN(CC(=O)NCc3ccccc3)CC2)n1
 : -1.1	-25	i	-8	-2%	1%	7%	-7%[57.5 µM]
> COc1ccc(NC(=O)CNC(=O)c2ccco2)cc1S(=O)(=O)Nc1cc(C)ccc1Br
 : -1.7	-14	i	1	3%	4%	-6%	i
> COc1ccccc1OCCC(=O)Nc1cccc(S(=O)(=O)N2CCCCC2)c1
 : -1.2	2	i	5	0%	3%	-8%	?
> COc1ccc(OC)c(-c2nc(C(=O)NCCCN3CCOCC3)cc3c2[nH]c2ccccc23)c1
 : -1.2	-11	i	1	0%	5%	2%	i
> CCOC(=O)C1=C(C)c2ccccc2OC1(CC)C(=O)OCC (stereo not drawn)
 : -1.2	0	i	6	-1%	0%	-4%	-26%
> CCCC(C(=O)NC(C)(C)CC)N(CC1CCCO1)C(=O)CNS(=O)(=O)c1ccc(F)cc1 (stereo not drawn)
 : -0.5	-7	i	1	1%	1%	3%	-7%

Filtered by structure, the compounds so far with a furan ring, fused or not
Each structure is followed by: CCT chaperon mod	DRD3 antagonist	pAkt inh	DRD3 agonist	MmCpn inh	EPAC2 ag	EPAC2 antagonist	PTHR1 ag
> CC(NC(=O)CNC(=O)c1ccco1)c1ccc(S(N)(=O)=O)cc1 (stereo not drawn)
 : -2.8	-19	i	-12	0%	9%	2%	17%
> O=C(c1ccco1)N1CCN(c2nc(-c3ccc(F)cc3)cs2)CC1
 : 0.6	151	i	3	-1%	14%	-1%	i
> CCc1ccc2oc(C(=O)Nc3ccc(S(N)(=O)=O)cc3)c(C)c2c1
 : -0.5	-4	i	-2	0%	10%	8%	i
> Cc1cc(Cl)c2oc(C(=O)NCC(C)(C)N3CCOCC3)c(C)c2c1
 : 0.5	-7	i	-6	1%	-9%	-2%	-20%
> COc1cccc(C(C(=O)NC2CCCC2)N(C(=O)c2ccco2)c2ccc(-n3cnnn3)c(C)c2)c1OC (stereo not drawn)
 : 1.4	-8	i	-6	-5%	1%	23%	i
> COc1ccc(NC(=O)CNC(=O)c2ccco2)cc1S(=O)(=O)Nc1cc(C)ccc1Br
 : -1.7	-14	i	1	3%	4%	-6%	i

Only part of the results is shown. The share of hits here may be higher or lower than overall.
